From PubChem
TGFb inhibitor: TGF-b pathway inhibition | HepG2 CAGA-GFP TGF-b/SMAD3 reporter, GFP fluorescence, 18 h; TGF-beta stimulated, 500 pg/mL final | Potency, µM (highest dose often 46.1 µM), without a hit: at the highest dose activity, negative = inhibition, hits mostly inhibitors | 410,000 tested, 1.2% active; further: on the % scale 0 is the no-effect control and ±100 the full control effect; nearly all actives have a fitted effect of over 65% in size
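Smad-responsive CAGA-GFP expression was quantified in HEPG2 cells exposed to compounds and 500 pg/mL final TGF-beta for 18 h at 37 degrees C; unstimulated wells defined full inhibition.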
S2 tox: viability counter-screen for ATXN expression inhibitors | S2 cells (HEK-293 line with an ATXN2-luciferase reporter) viability, CellTiter-Fluor protease fluorescence, 24 h | Potency, µM (series often up to 56.7 µM), most hits filed as cytotoxic | 400,000 tested, 0.49% active | AID 651635; further: nearly all actives have a fitted effect of over 40% in size
HepG2 tox: kills HepG2 cells in TGF-b inhibitor counter-screen; HepG2 CAGA-GFP viability, ATP luminescence, 18 h; Potency, µM (top dose mostly 46.1 µM), for inactives: at the highest dose activity change, negative = cytotoxicity, actives largely listed as cytotoxic; 410,000 tested, 0.76% active; AID 588856; further: some results filed as inactive show a strong effect at the top dose
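HepG2 CAGA-GFP cells (1000/well, DMEM with 1% FBS) received compound, then TGF-beta at 500 pg/mL final, and were incubated 18 hours at 37 degrees C. Viability was read by CellTiter-Glo luminescence. Media-only wells were set as complete cell-killing and DMSO as no toxicity.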
MCF10A rereplic: DNA re-replication induction in MCF 10a cells | AID 624296 | Potency, µM (top dose mostly 46.1 µM), for the others: at the top dose activity, positive = re-replication, actives largely listed as activators | 350,000 tested, 2.9% active | MCF 10A DNA re-replication, Hoechst nuclear intensity, 48 h; further: % of control where 0% means no effect; nearly all actives have a fitted effect of over 50% in size
ATXN2 expr inh: ATXN2 expression inhibition; HEK-293 ATXN2-luciferase reporter, luminescence, 24 h; Potency, µM (titrated, usually from 57 µM), without a hit: at the highest dose activity change, negative = inhibition, hits mostly inhibitors; 360,000 tested, 0.72% active; AID 1745845; further: on the % scale 0 is the no-effect control and ±100 the full control effect; nearly all actives have a fitted effect of over 55% in size
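ATXN2-luciferase reporter cells (luciferase flanked by upstream and downstream ATXN2 gene portions) were treated 24 h at 37 °C with compounds at up to 57 uM. SteadyGlo luminescence gave expression; GF-AFC fluorescence gave viability.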
Nrf2 activator: Nrf2 pathway activation. 410,000 tested, 0.31% active. AREc32 ARE-luciferase reporter (MCF7-derived line), luminescence, 24 h. Potency, µM (highest dose often 46.1 µM), inactives show at the highest dose activation, most hits filed as activators; further: % of control where 0% means no effect; nearly all actives have a fitted effect of over 65% in size
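ARE-driven firefly luciferase activity in AREc32 cells measured after a 24 hr compound exposure at 37 deg C, using Steady-Glo reagent and a 30 min room-temperature hold.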
Nrf2 block: Nrf2 pathway inhibition | A549 ARE-Fluc reporter, luciferase luminescence, 18-24 h | Potency, µM (titrated, usually from 46 µM), inactives show at the top dose activity change, negative = inhibition, hits mostly inhibitors | 360,000 tested, 2.1% active | AID 504444; further: on the % scale 0 is the no-effect control and ±100 the full control effect; nearly all actives have a fitted effect of over 60% in size
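A549 ARE_Fluc cells, 5000/well, 5% FBS OPTI-MEM; compounds in dose-response, 18-24 h at 37 °C/5% CO2; CellTiter-Fluor viability read (Ex 405/Em 525), then BugLite luciferase luminescence = Nrf2 activity.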
A549 tox: counter-screen for Nrf2 inhibitors: cytotoxicity in A549 cells | A549 ARE-Fluc cells, CellTiter-Fluor viability, 18-24 h | Potency, µM (top dose mostly 46 µM), without a hit: top-dose activity change, negative = cytotoxicity, usual class: inhibitors | 390,000 tested, 0.16% active; further: on the % scale 0 is the no-effect control and ±100 the full control effect
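Cytotoxicity counterscreen: CellTiter-Fluor fluorescence was measured in A549 ARE_Fluc cells after 18-24 h of compound exposure in a concentration series. The subsequent BugLite luminescent read reports ARE-luciferase activity.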
EPAC2 antagonist: antagonists of human EPAC2; Potency, µM (series often up to 114 µM), for the others: top-dose activity, negative = inhibition, hits mostly inhibitors; 360,000 tested, 0.18% active; EPAC2 GEF exchange of Rap1B-BODIPY-GDP, fluorescence; Q8WZA2; further: on the % scale 0 is the no-effect control and ±100 the full control effect; nearly all actives have a fitted effect of over 45% in size; many of its hits are not listed in these tables
Target sequence (Q8WZA2 whole entry, looked up): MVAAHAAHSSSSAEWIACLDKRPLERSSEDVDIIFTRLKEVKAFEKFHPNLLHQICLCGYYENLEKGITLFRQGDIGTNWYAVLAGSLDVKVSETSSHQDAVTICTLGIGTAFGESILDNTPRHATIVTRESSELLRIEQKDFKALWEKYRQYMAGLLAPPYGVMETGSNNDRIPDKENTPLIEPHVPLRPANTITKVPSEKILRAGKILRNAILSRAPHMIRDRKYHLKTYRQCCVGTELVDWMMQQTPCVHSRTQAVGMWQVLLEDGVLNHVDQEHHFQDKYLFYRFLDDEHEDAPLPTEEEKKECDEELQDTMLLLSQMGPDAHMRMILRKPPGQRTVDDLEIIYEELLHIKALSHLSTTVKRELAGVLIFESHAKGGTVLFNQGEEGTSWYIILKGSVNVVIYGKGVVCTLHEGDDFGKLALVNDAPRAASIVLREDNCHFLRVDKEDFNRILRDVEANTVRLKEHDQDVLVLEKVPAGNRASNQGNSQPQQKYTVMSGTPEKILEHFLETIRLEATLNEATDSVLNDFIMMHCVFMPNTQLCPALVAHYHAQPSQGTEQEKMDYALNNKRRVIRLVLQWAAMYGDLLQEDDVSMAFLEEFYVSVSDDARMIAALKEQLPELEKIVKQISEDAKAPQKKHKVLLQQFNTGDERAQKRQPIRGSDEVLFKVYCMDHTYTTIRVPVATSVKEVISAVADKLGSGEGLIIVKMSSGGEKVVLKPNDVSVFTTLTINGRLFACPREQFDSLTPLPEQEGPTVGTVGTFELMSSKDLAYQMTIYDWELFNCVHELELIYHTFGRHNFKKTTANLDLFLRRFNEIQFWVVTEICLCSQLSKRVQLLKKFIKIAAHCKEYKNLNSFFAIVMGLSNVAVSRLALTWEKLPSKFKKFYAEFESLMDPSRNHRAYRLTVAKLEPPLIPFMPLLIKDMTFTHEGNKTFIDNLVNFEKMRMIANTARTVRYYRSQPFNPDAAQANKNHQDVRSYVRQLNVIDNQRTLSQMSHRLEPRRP
* marks the source's active call; other numbers are inactive results; i = inactive; ? = inconclusive; . = not tested or not shown; & = joins results of further samples; [ ] = dose if it differs, or a comment. The call rests on the fitted dose curve; in most records, active means well fitted curve in the direction sought with a large enough effect; inconclusive means small, poorly fitted or top-dose-only effect, or another doubt; inactive means no such curve, though single readings can be large; an effect the other way counts as inactive or inconclusive. Potency means the concentration at half of the fitted maximal effect. A portion of the library. The share of hits here may be higher or lower than overall.

The first 2 entries (preview)
Below each compound – TGFb inhibitor	S2 tox	HepG2 tox	MCF10A rereplic	ATXN2 expr inh	Nrf2 activator	Nrf2 block	A549 tox	EPAC2 antagonist
COC(=O)C1=C(CN2CCN(C)CC2)NC(=O)NC1c1cc(C)ccc1C (configuration not stated)
 : -5%	i	0%	1%	-12%	0.3%	19%	-12%	6%
CN(CC(=O)Nc1ccccc1Cl)C(=O)CSc1nc2ccccc2s1
 : -21%	?	-27%	-3%	2%	2.2%	-10%	-15%	8%

Results, from the first entry:
Below each compound – TGFb inhibitor	S2 tox	HepG2 tox	MCF10A rereplic	ATXN2 expr inh	Nrf2 activator	Nrf2 block	A549 tox	EPAC2 antagonist
COC(=O)C1=C(CN2CCN(C)CC2)NC(=O)NC1c1cc(C)ccc1C (configuration not stated)
 : -5%	i	0%	1%	-12%	0.3%	19%	-12%	6%
CN(CC(=O)Nc1ccccc1Cl)C(=O)CSc1nc2ccccc2s1
 : -21%	?	-27%	-3%	2%	2.2%	-10%	-15%	8%
CCn1nc(C)c2c(-c3ccccc3)cc(=O)n(C(C)C(=O)NCc3ccc(C)cc3)c21 (configuration not stated)
 : ?	?	-18%	.	-37%	-0.4%	?	-2%	.
CC(C)(C(N)=O)N1CCN(c2ncc(C(F)(F)F)cc2Cl)CC1
 : -10%	i	-25%	-6%	1%	0.2%	?	-15%	-12%
CC(=O)N1CCN(C(=O)c2oc3ccccc3c2C)CC1
 : -19%	i	1%	20%	17%	-0.3%	2%	3%	4%
O=C1COc2ccc(C(=O)CCl)cc2N1
 : ?	i	-55%	21µM*	14%	13%	?	-3%	-4%
N#Cc1nc(COc2ccccc2Cl)oc1N1CCCC1
 : 1%	i	3%	1%	-6%	0.7%	18%	2%	-3%
CCOC(=O)CN1C(=O)CSc2ccc(S(=O)(=O)N3CCCC3)cc21
 : -25%	i	-23%	9%	-5%	0.2%	6%	-4%	-9%
Cc1cc(C)c2c(n1)nn1c(N3CCN(c4ccccc4)CC3)cc(C)nc21
 : 3%	i	-10%	19%	?	0.7%	-8%	-5%	18%
O=C(Nc1ccc(Cl)cc1Cl)NC1CCCC1
 : -13%	i	-7%	-1%	34%	0.7%	21%	9%	4%
CC(=O)c1ccc(OC(=O)c2cccs2)cc1
 : -1%	i	-5%	6%	7%	-0.7%	-3%	-4%	1%
CCOC(=O)c1sc(N2C(=O)c3oc4cc(C)c(C)cc4c(=O)c3C2c2cccc(O)c2)nc1C (configuration not stated)
 : -4%	i	-5%	.	12%	-1.0%	8%	-8%	.
O=C(CN1C(=O)NC2(CCCC2)C1=O)Nc1cc(Cl)ccc1N1CCOCC1
 : -3%	i	0%	0%	-3%	0.2%	-12%	-1%	4%
Cc1cc2c(cc1S(=O)(=O)Nc1cccc(F)c1C)NC(=O)CO2
 : 7%	i	-21%	-9%	-25%[11.3 µM]	-0.1%	?	-2%	-7%
COCCn1c(SCC(=O)N2CCCC2)nc2c(c1=O)SCC2
 : 6%	?	-1%	.	.	-1.5%	.	.	-5%

Copied from the list:
`CCOC(=O)CN1C(=O)CSc2ccc(S(=O)(=O)N3CCCC3)cc21` in Nrf2 activator → 0.2%
`N#Cc1nc(COc2ccccc2Cl)oc1N1CCCC1` in ATXN2 expr inh → -6%
`O=C1COc2ccc(C(=O)CCl)cc2N1` in Nrf2 activator → 13%

Later entries:
Below each compound – TGFb inhibitor	S2 tox	HepG2 tox	MCF10A rereplic	ATXN2 expr inh	Nrf2 activator	Nrf2 block	A549 tox	EPAC2 antagonist
CC1(C)CC(=O)c2sc(NS(=O)(=O)c3ccc(Br)cc3)nc2C1
 : 4%	i	-26%	0.58µM*	-18%	-1.0%	?	9%	-20%
NC(=S)N=Nc1c(O)n(Cc2ccccc2)c2ccccc12
 : -14%	i	-38%	15%	-13%	-0.1%	7%	-13%	3%
CC(=O)Nc1ccc(SCC(=O)NC(=O)c2ccccc2Br)cc1
 : -1%	i	-1%	-1%	-4%	0.0%	12%	0%	-6%
COc1ccc(C(C#N)CCC2OCCO2)cc1OC (configuration not stated)
 : ?	i	7%	13%	3%	-0.7%	-8%	5%	3%
N#Cc1cc(C#N)c(SCC(=O)N2CC(=O)Nc3ccccc32)nc1N
 : 34%[activator]	i	0%	6%	.	3.9%	9%	-1%	2%
CCCC1=Nc2cc(C(=O)N3CCC(C)CC3)ccc2Sc2ccc(C)cc21
 : -17%	i	-11%	.	-7%	-0.4%	?	6%	.
O=C(CCCn1c(=O)c2sccc2n(CC(=O)NCC2CCCO2)c1=O)NCc1ccco1 (configuration not stated)
 : 4%	i	-2%	3%	7%	-0.1%	-5%	1%	-1%
C[C@H](CO)N1C[C@H](C)[C@@H](CN(C)S(=O)(=O)c2cccs2)Oc2c(NC(=O)Cc3ccccc3)cccc2C1=O
 : -11%	i	4%	10%	7%	0.9%	?	0%	3%
O=C(Nc1nc2ccc(F)cc2s1)c1cccc(S(=O)(=O)N2CCc3ccccc32)c1
 : -30%	i	-23%	-32%[inhibitor]	2%	0.6%	-25%	-3%	-1%
Cn1c(=O)c2c(nc(SCC(=O)Nc3ccc(F)cc3F)n2Cc2ccccc2)n(C)c1=O
 : 4%	i	1%	.	14%	0.1%	24%	9%	.
Cc1ccccc1NC(=O)Nc1ccccn1
 : 5%	?	-20%	-3%	.	29%	?	-6%	22%
COc1ccc(N2CCN(C(=O)CSc3ncnc4c3cnn4-c3ccccc3C)CC2)cc1
 : 18%	i	17%	?	-7%	-0.5%	1%	-3%	13%
Cc1ccc(-c2nnn(CC(=O)N(c3ccccc3F)C(C(=O)NC3CCCC3)c3ccncc3)n2)o1 (configuration not stated)
 : -12%	i	-10%	13%	4%	-0.4%	?	-9%	10%
CCCCc1cc(=O)oc2cc(C)cc(OCC(=O)NCCN3CCOCC3)c12
 : 17%	i	-2%	10%	10%	-0.2%	-5%	-6%	-7%
O=C(OCC(=O)N1CCN(C(=O)c2ccco2)CC1)c1ccccc1Cc1ccccc1
 : -21%	i	-18%	4%	47%[activator]	0.6%	18%	3%	-5%
O=C(OCCOc1ccc(Br)cc1)c1ccc(Cl)c(S(=O)(=O)N2CCOCC2)c1
 : 1%	i	9%	6%	-36%	3.1%	-6%	3%	-5%
COc1ccc([N+](=O)[O-])cc1NC(=O)CCS(=O)(=O)c1ccc(Br)cc1
 : -19%	i	-45%	12%	-24%	8.7%	-14%	5%	2%
CCOc1ccc(OCC(=O)Nc2ccc(N3CCCCC3)cc2)cc1
 : -5%	i	-18%	-6%	-2%	-0.4%	7%	-5%	22%
COc1ccc(Cl)cc1NC(=S)N(CCCN1CCOCC1)Cc1cn(C)c2ccccc12
 : ?	i	-8%	?	1%	8.2%	-24%	?	-9%
CCNc1nc2c(c(=O)n(C)c(=O)n2C)n1Cc1ccc(F)cc1
 : ?	i	-25%	.	-26%	-0.7%	.	-3%	.
NNC(=O)c1cc2ccccc2cc1O
 : 0%	i	-23%	1%	?	-1.4%	15%	20%	-9%
CCOC(=O)CC(NC(=O)Cn1nnc(-c2ccccc2Cl)n1)c1ccc(OC)cc1 (configuration not stated)
 : -9%&0%	i	1%&-26%	3%	4%&-26%	6.8%&6.7%	-3%	-2%&-1%	0%
COc1ccc(C2C(C(=O)c3ccco3)=C(O)C(=O)N2CCN2CCOCC2)cc1 (configuration not stated)
 : -1%	i	3%	?	3%	0.2%	2%	-4%	7%
O=C1OC2(CCCC2)OC(=O)C1=Cc1c[nH]c2ccccc12
 : -2%	i	-12%	-1%	0%	-0.5%	9%	0%	1%
O=C(NCc1ccccc1Cl)c1ccc2nc(Cc3ccccc3)oc2c1
 : ?	i	-33%	.	10%	6.6%	.	-17%	.
COc1cccc(NC(=O)c2cc(S(=O)(=O)N3CCc4ccccc43)cn2C)c1
 : ?	i	-57%	2%	-18%	0.1%	-29%	-11%	-14%
COc1ccc2c(c1)CCCO[C@]21O[C@H](CCO)C[C@H](O)[C@H]1O
 : -3%	i	-8%	.	1%	0.5%	.	.	1%
Cc1ccccc1SCC(=O)OCC(=O)Nc1ccc(N(C)C)cc1
 : 2%	i	8%	-15%	-1%	0.0%	2%	-2%	-9%
NS(=O)(=O)c1ccc(NC(=O)CN2CCCCC2)cc1
 : -2%	i	-3%	1%	1%	-0.7%	-11%	-6%	2%
N=c1c2c(-c3ccccc3)c(-c3ccccc3)n(Cc3ccccc3)c2ncn1CCCn1ccnc1
 : ?	.	-137%	30%	?	-4.5%	?	?	-3%
Cc1nc(NC(=O)/C=C/c2ccc(Cl)cc2Cl)sc1C(=O)N(C)C
 : -18%	i	-8%	3%	13%	-0.1%	6%	0%	-4%
Cc1ccc(-n2nnnc2Sc2nc([N+](=O)[O-])nn2C)cc1C
 : -15%	i	-34%	?	-22%	?	-1%	-16%	-6%
COC(=O)[C@H](C)NC(=O)Nc1cc(OC)ccc1OC
 : 4%	i	1%	7%	-6%	-0.3%	-11%	0%[1.84 µM]	-2%
COCCn1c(Cc2ccccc2)nnc1SCC(=O)Nc1ccccc1
 : -6%	i	-7%	-22%	4%	-0.3%	-1%	0%	12%
O=C(CCSCc1cnn(-c2ccccc2)c1-n1cccc1)NCc1ccccc1Cl
 : ?	.	-14%	.	.	-0.4%	-28%	-2%	.
COc1ccccc1OCC(=O)NCC1CCCN(Cc2cnn(C(C)C)c2)C1 (configuration not stated)
 : -1%	?	-5%	1%	6%	-0.2%	6%	-1%	7%
COc1ccc(NC2CCCN(C(=O)CCN3CCOCC3)C2)cc1 (configuration not stated)
 : -8%	i	-57%	-14%	.	-1.1%	-18%	0%	6%
Cc1ccc2nc(/C(C#N)=C\c3ccc(Oc4ccc(C(F)(F)F)cc4[N+](=O)[O-])cc3)[nH]c2c1
 : ?	?	-22%	3%	-27%	3.9%	-20%	-14%	8%
COc1ccc(/C=N/Nc2nonc2N)c(OC)c1
 : 2%	?	1%	-4%	.	6.2%	-13%	-4%	-15%
CC(C)NC(=O)c1ccccc1NC(=O)Cc1ccc([N+](=O)[O-])cc1
 : 4%	i	6%	-1%	-14%	-0.4%	-2%	-3%	-3%
CCC(NC(=O)Cc1c(C)c2c(cc(C)c3c(C)c(C)oc32)oc1=O)C(=O)O (configuration not stated)
 : -5%	i	-23%	1%	.	-0.2%	11%	12%	-13%
CCc1nc(N2CCCC2C(=O)O)c2oc3ccccc3c2n1 (configuration not stated)
 : -13%	i	5%	-1%	-6%	0.0%	-7%	-11%	-2%
